# ADAM10 inh: inhibits human ADAM10; O14672; recombinant ADAM10, EDANS/DABCYL FRET peptide cleavage, 3 h; inhibition, % at 7 µM; actives 0.62% (n = 370,000);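 active = inhibition above a per-campaign cutoff equal to the mean of compounds falling between control-based bounds plus 3 SD, cut at about 20% in these data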;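 also: 0% = DMSO wells while the 100% control is not disclosed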
# ASAP1 inh: ASAP1 ArfGAP inhibition; inhibition, % at 16.5 µM; actives 0.19% (n = 360,000); Q9ULH1; ASAP1-stimulated ARF1 GTP hydrolysis, GDP FP detection; in the data active = inhibition above about 25%;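 also: 0% = vehicle with enzyme and substrate and 100% = no enzyme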
# DDE Tn6 FP inh: disrupts Tn6 cyclic peptide binding to fibrin D-Dimer-E complex; AID 720509; actives 0.21% (n = 370,000); Fibrin DD(E) TRITC-Tn6 fluorescence polarization displacement; P02675; inhibition, % at 8.3 µM;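 active = inhibition above a per-campaign cutoff: mean of compounds within control limits plus 3 SD, cut at about 15% in these data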;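 also: 0% = median of all compound wells on the plate and 100% = blocking peptide control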
# Target sequence (P02675 whole entry, looked up): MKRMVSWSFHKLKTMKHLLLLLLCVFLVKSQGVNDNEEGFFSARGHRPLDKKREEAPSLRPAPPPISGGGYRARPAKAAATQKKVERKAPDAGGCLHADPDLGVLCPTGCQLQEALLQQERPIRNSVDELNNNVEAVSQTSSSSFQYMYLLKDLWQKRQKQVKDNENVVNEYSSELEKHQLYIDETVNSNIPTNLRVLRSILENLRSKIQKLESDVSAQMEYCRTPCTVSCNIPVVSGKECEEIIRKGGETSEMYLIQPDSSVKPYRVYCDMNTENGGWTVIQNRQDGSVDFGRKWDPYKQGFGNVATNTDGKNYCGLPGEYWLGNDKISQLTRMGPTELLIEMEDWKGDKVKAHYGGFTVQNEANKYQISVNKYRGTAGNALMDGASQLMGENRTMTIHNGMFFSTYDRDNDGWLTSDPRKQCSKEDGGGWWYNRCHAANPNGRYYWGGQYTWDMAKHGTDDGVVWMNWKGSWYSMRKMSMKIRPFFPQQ
# DDE Tn7 FP inh: disrupts Tn7 cyclic peptide binding to fibrin D-Dimer-E complex; inhibition, % at 8.3 µM; P02675; actives 0.13% (n = 370,000); FP displacement of FITC-Tn7 peptide from fibrin DD(E); 0% = median of compound wells per plate;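 active = inhibition above the mean of compounds falling within the control limits plus 3 SD of them, cut at about 14% in these data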;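 also: 0% = plate median of compound wells and 100% = 10 µM Aha-Tn7 peptide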
#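 System: human fibrin DD(E); quantity: Fibrin-DD(E) at 2 µM final; also added: fluorescent Tn7 probe at 0.1 µM; compound dosing: single nominal test concentration of 8.3 µM per compound; schedule: 10 min preincubation, 3 h with tracer, room temperature; detection: fluorescence polarization of the labelled Tn7 tracer; repeats: one replicate per compound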
# PLCg1 inh: PLC-gamma1 (human) inhibition, primary screen | P19174 | purified PLC-gamma1, fluorogenic substrate, fluorescence | inhibition, % at 12.2 µM | actives 0.84% (n = 370,000); in the data active = inhibition above about 9.5%
# SIAE primary: human SIAE inhibition, primary screen; inhibition, % at 9.66 µM; AID 1053197; actives 0.69% (n = 370,000); SIAE FP-Rh probe binding, fluorescence polarization;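 active = inhibition above a cutoff: mean of compounds within the control limits plus 3 SD of those, cut at about 17% in these data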;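 also: 0% = plate median of compound wells and 100% = probe without SIAE protein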
# Target sequence (Q9HAT2 whole entry, looked up): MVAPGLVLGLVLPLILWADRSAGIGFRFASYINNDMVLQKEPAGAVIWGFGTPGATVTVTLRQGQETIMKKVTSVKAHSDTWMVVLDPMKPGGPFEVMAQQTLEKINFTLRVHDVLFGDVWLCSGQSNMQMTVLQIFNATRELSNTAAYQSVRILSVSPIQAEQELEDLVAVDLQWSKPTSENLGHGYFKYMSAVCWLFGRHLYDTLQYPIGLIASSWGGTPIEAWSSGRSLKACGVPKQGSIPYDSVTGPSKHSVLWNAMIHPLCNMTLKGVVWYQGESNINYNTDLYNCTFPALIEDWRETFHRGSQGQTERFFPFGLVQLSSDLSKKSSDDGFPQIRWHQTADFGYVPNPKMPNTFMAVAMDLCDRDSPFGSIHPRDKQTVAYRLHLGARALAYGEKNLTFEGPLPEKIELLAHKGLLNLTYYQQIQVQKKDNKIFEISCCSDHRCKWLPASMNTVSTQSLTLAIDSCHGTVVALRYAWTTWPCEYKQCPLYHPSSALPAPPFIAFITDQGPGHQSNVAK
# PLCb3 inh: PLC-beta3 (human) inhibition, primary screen. Q01970. Purified PLC-beta3, fluorogenic substrate, fluorescence. inhibition, % at 12.2 µM. actives 0.18% (n = 370,000). AID 720704; in the data active = inhibition above about 11%;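 also: 0% = median of compound wells on plate and 100% = full blocker control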
# TDP2 absorb: blocks human TDP2 phosphodiesterase activity; recombinant TDP2, T5PNP hydrolysis, p-nitrophenol absorbance 415 nm; actives 0.34% (n = 370,000); AID 720702; inhibition, % at 12.8 µM; O95551;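 active = inhibition above the mean of all tested compounds plus 3 SD, set per campaign, cut at about 25% in these data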;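 also: 0% = DMSO with enzyme and 100% = buffer with substrate but no TDP2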
#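 test system = human TDP2 enzyme | input = TDP2 enzyme at 120 nM final | medium = 50 mM Tris-HCl pH 7.5 with Mg2+, KCl, DTT, BSA | also added = T5PNP substrate, 5 mM | times = 2 h at 37 °C | technique = epi absorbance | benchmarks = high control without enzyme, low control DMSO plus TDP2 | replication = each compound tested once, singlicate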
# ARFGAP1 inh: inhibits rat ARF GTPase activating protein 1; Arfgap1-stimulated ARF1 GTP hydrolysis, GDP FP detection; inhibition, % at 16.5 µM; actives 0.26% (n = 360,000); Q62848;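 active = inhibition above a per-plate limit, mean inhibition of low control wells plus 3 SD, cut at about 25% in these data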;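 also: 0% = DMSO wells with enzyme and 100% = wells lacking Arfgap1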
#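 Repeats: one replicate per compound; assay system: rat Arfgap1 catalytic domain, aa 1-136; times: enzyme reaction 120 min at 25 °C after 20 min preincubation; detection: FP of antibody-bound GDP Alexa 633 tracer, ex 620/em 688 nm; benchmarks: high control wells lacking Arfgap1, low control full reaction with DMSO; reagent: human ARF1(Δ1-17)-GTP substrate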
# ADAM17 inh: inhibits human ADAM17 | AID 720648 | recombinant ADAM17, EDANS/DABCYL FRET peptide cleavage | inhibition, % at 6.95 µM | actives 0.83% (n = 370,000);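 active = inhibition above the mean of compounds lying between control limits plus 3 SD, set per campaign, cut at about 8.5% in these data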;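 also: 0% = DMSO-only wells as the low control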
# The depositor's hits bear a star; nt = no result given.
SMILES,ADAM10 inh,ASAP1 inh,DDE Tn6 FP inh,DDE Tn7 FP inh,PLCg1 inh,SIAE primary,PLCb3 inh,TDP2 absorb,ARFGAP1 inh,ADAM17 inh
COC(=O)c1ccc(N/C=C/C(=O)c2ccc(OC)c(OC)c2)cc1,-10.8,5.0,4.8,-3.1,-20.1,-5.6,-37.9,-22.8,13.8,-1.6
CC(C)c1ccc(C2/C(=C(/O)c3ccc(F)cc3)C(=O)C(=O)N2CCCN2CCOCC2)cc1 (stereo not drawn),-1.3,-4.0,-6.5,4.5,2.5,1.0,-4.0,4.8,5.0,-0.9
Cc1ccc(NC(=O)C2C3C=CC4(CN(Cc5cccnc5)C(=O)C24)O3)cc1F (stereo not drawn),-1.1,-0.5,-3.3,-6.7,2.2,-2.1,-1.6,-3.8,6.0,-0.2
CCOc1ccc(C(=O)Nc2ccc(-c3nc4ccccc4[nH]3)cc2)cc1[N+](=O)[O-],7.0,3.8,0.6,1.9,2.1,7.0,0.8,4.2,-3.8,2.7
COCCNC(=O)C1CCCN(S(=O)(=O)c2cccc3nsnc23)C1 (stereo not drawn),9.4,6.3,-6.0,-7.6,5.5,-0.6,0.2,-12.6,-12.8,-2.3
Cc1scc(C(=O)N2CCN(c3ccc(Cl)cc3)CC2)c1C,-1.6,-11.6,-6.4,3.2,-0.5,-2.3,-4.1,-11.6,6.4,-2.8
CN(CC(=O)Nc1ccccc1Cl)C(=O)COC(=O)c1ccc([N+](=O)[O-])s1,-7.3,1.3,3.1,6.7,-2.5,10.6,-3.9,29.6*,-3.2,-0.2
OC1(c2cccc(C(F)(F)F)c2)CCN(Cc2nc(-c3cnccn3)no2)CC1,-5.9,2.6,-0.6,7.9,0.5,-1.3,-6.0,17.2,1.8,-20.7
CN1c2ccsc2/C(=N/NC(=O)c2c(F)cccc2F)CS1(=O)=O,0.5,16.6,-1.6,-3.0,2.9,-4.5,-1.7,3.7,3.5,-2.5
Cc1ccc(NC(=O)CN(C)C(=O)Cc2ccccc2F)cc1,-2.7,4.2,-6.2,0.7,0.3,1.1,-9.2,-2.9,11.6,-2.7
CCCCNC(=S)NNC(=O)c1cc(-c2cccnc2)nc2ccccc12,-56.2,13.2,6.7,3.1,-42.8,-9.4,-64.7,-25.8,4.3,-15.2
CCCCCC[N+](C)(C)CC/C=C1/c2ccccc2Sc2ccc(Cl)cc21,-9.3,6.9,-8.4,-5.4,2.5,2.7,-4.8,-5.8,6.1,2.0
O=C1c2ccccc2C(=O)N1Cc1nc(-c2ccccc2)no1,4.7,3.5,-3.2,-2.9,2.2,0.4,4.3,-3.2,6.3,-2.0
Cc1ccc(S(=O)(=O)NCCCNS(=O)(=O)c2ccccc2[N+](=O)[O-])cc1,-0.5,-14.7,0.2,1.4,0.9,4.0,-4.0,-6.4,-2.4,-0.8
COc1ccc(NC(=O)c2cc(C3CCCCN3S(=O)(=O)Cc3ccccc3)on2)cn1 (stereo not drawn),-0.6,9.5,-6.1,1.5,0.4,3.5,-1.2,7.1,-4.8,1.9
CC(C)COC(=O)/C(C#N)=C/c1cn(Cc2ccccc2)c2ccccc12,-3.1,-5.5,-6.3,-11.8,1.6,-9.2,2.7,-6.9,-0.6,-0.7
CN(Cc1nc2ccccc2c(=O)[nH]1)C(=O)C1CC(=O)N(c2cccc3ccccc23)C1 (stereo not drawn),-0.9,-0.1,1.7,-7.0,5.4,-0.8,1.8,-6.6,2.8,3.6
Cc1ccc(S(=O)(=O)N2CCC[C@H]2C(=O)OCC(=O)c2ccc3c(c2)NC(=O)CO3)cc1,-0.1,0.1,7.9,5.0,-1.7,8.6,-12.0,-3.0,-6.3,-3.7
O=C(CSc1nc(C2CCCCC2)nc2ccccc12)N1CCCC1,-4.2,9.1,5.8,1.6,1.6,4.8,-0.9,4.0,1.7,-2.1
Cc1ccc(NC(=O)N(C2=NCC(C)S2)c2ccccc2)cc1 (stereo not drawn),-8.2,-14.3,-3.8,4.4,4.0,1.2,0.5,3.5,-1.5,-1.3
Cc1cccc(C(=O)Nc2ccc(Oc3cnccn3)cc2)c1,-8.3,-18.0,1.2,3.9,-2.6,-3.9,-4.9,6.8,-13.8,-0.8
Cc1nc(Nc2ccc(S(=O)(=O)N3CCCC3)cc2)c2nnn(Cc3ccccc3)c2n1,0.1,-1.9,-2.7,4.1,-1.7,0.0,-1.0,1.1,5.7,1.5
CCS(=O)(=O)CCSc1nc(C)cc(C)c1C#N,-3.6,4.2,-4.3,0.6,3.2,0.6,-1.7,2.2,4.7,1.0
Cc1ccc(C(C)C)c(Oc2cnccn2)c1,-5.9,-4.2,3.9,0.4,-0.2,-2.0,-7.5,-1.7,3.5,-2.6
CC1CCCC(NC(=O)CCC(=O)c2ccc(F)cc2)C1C (stereo not drawn),-3.0,12.3,-0.6,7.8,-5.2,0.3,-8.2,-7.5,8.2,-2.5
COc1ccc(/C=C/C(=O)NCCCn2ccnc2)cc1,-3.2,3.9,6.7,-0.5,-0.1,-3.3,1.0,-11.0,10.4,-7.4
CC(C)=NNc1nc2c(c(=O)n(C)c(=O)n2C)n1CCc1ccccc1,-73.9,9.8,-2.8,-8.6,-47.2,10.1,-66.3,2.9,4.6,-21.2
CN(C)CC/C=C1\c2ccc(F)cc2Sc2cc(F)c(Cl)cc21,7.1,4.7,-2.9,-7.9,7.4,5.0,4.2,-10.3,-1.2,0.7
O=C(NNC(=O)c1ccc2ccccc2n1)c1ccc(O)cc1,1.6,5.2,4.0,4.3,0.1,3.8,-5.2,-13.1,7.2,5.5
COC(=O)c1ccccc1SCC(=O)Nc1ccc(N2CCOCC2)cc1,-13.7,8.6,-8.8,-2.0,-1.1,-3.1,-5.4,-2.4,6.7,-4.2
CC(C)=CC(=O)OCC(=O)Nc1ccc(Cl)cn1,3.6,5.8,-7.5,2.3,-6.2,-3.3,0.3,-4.3,0.0,-4.9
O=C(c1ccccc1)N1CCN(c2ncnc3c2cnn3-c2ccccc2)CC1,2.7,0.6,-1.3,2.4,-3.8,-1.8,-2.3,1.5,1.7,-2.9
O=C(Nc1ccc(N2CCN(C(=O)c3cccs3)CC2)cc1)c1cccnc1Cl,-4.4,0.3,-2.3,4.8,2.6,0.2,-2.3,-0.9,0.6,0.0
COc1ccccc1/C=C1\S/C(=N/NC(=O)c2cccc(Br)c2)NC1=O,7.3,13.3,-0.6,-0.6,-22.7,2.7,-27.2,6.2,23.9,0.7
CC(C)(C)c1ccc(-c2nnc(SCC(=O)Nc3ccc(Oc4ccccc4)cc3)n2Cc2ccco2)cc1,-0.1,nt,-1.7,-3.0,-1.9,5.5,1.5,-4.2,nt,-0.3
CCC(C)[C@H](NC(=O)NCc1ccccc1Cl)C(=O)O (stereo partly drawn),-5.2,7.2,2.7,-0.1,1.7,-2.5,2.0,4.3,0.3,-7.0
COc1ccc(OC)c(S(=O)(=O)NCc2csc(-c3ccccc3)n2)c1,6.1,7.7,7.0,-4.2,0.1,1.8,4.2,-0.8,-3.5,-2.5
CC(C)CNC(=S)NNC(=O)c1ccc(OC(F)F)cc1,-4.3,-0.3,6.9,1.1,-4.0,1.9,-1.5,0.4,-7.5,-6.6
Cc1ccc(NS(=O)(=O)N2CCOCC2)cc1,-20.2,2.6,-0.4,-2.6,12.0*,-0.8,-2.3,-0.2,5.9,-4.5
CCN(CC)S(=O)(=O)c1cc(NC(=O)COC(=O)C2CCC2)ccc1C,-3.4,4.1,8.1,-0.9,-0.3,-2.2,-1.4,-8.7,6.5,0.9
CCCCCCOc1ccc(N2C(=O)CC(S/C(N)=N/N=C(\C)c3cccs3)C2=O)cc1 (stereo not drawn),5.7,3.0,-0.4,2.9,-4.8,-6.6,0.0,4.0,12.5,-3.5
Cc1ccc(S(=O)(=O)N(CCC#N)C2CCCCC2)c2nsnc12,3.8,-16.3,-0.7,-0.9,6.4,-2.9,5.6,-12.1,-7.3,7.1
COc1ccc(C(=O)N/C(=C\c2ccc(SC)cc2)C(=O)NCCCn2ccnc2)cc1OC,-26.9,-0.7,2.7,0.7,-5.1,1.9,-11.8,0.3,-16.2,-7.6
Cc1c(NC(=O)NC2CCCCC2)cccc1[N+](=O)[O-],7.5,-6.7,-0.2,-6.8,3.1,2.2,6.8,7.2,-11.3,2.7
CC(C)CC(NC(=O)CCC(=O)OCC(=O)[C@@]1(O)CCC2[C@@H]3CCC4=CC(=O)C=C[C@]4(C)C3[C@@H](O)C[C@@]21C)C(=O)O (stereo partly drawn),5.8,-2.7,5.0,-3.2,-0.4,0.4,-6.5,-3.1,6.3,-4.9
O=C(Nc1ccc(Cl)cn1)Nc1ccc(Cl)cn1,6.7,4.6,-1.2,2.1,1.6,-5.0,-0.6,-4.2,-2.2,-0.9
COc1cccc(C(NC(C)=O)c2nc(-c3cccc(O)c3)cs2)c1 (stereo not drawn),-3.8,0.1,-2.7,3.1,5.2,2.6,0.3,3.6,16.5,-2.2
CCC1=C(OC(=O)c2ccccc2)C(C)(C)C(c2ccccc2)OC1=O (stereo not drawn),4.8,10.5,-1.2,-0.1,3.9,0.3,3.0,-7.8,-2.5,2.5
C=CCn1c(C)cc(C2=NNC(=NCc3ccccc3)SC2)c1C,-46.4,-0.5,-3.3,-4.9,-18.7,5.4,-32.8,13.8,-9.0,-18.1
CCN(CC)C(CNC(=O)CSc1nnnn1-c1c(C)cccc1C)c1ccco1 (stereo not drawn),3.9,-2.0,-0.1,-1.8,1.4,-12.6,-1.9,-29.8,1.8,-1.0
CC(NS(=O)(=O)c1ccc(OCC(=O)N2CCOCC2)cc1)c1ccccc1 (stereo not drawn),-0.3,-9.0,3.4,-4.9,-1.1,3.3,-1.3,7.5,-17.9,0.6
C/C(=N\Nc1nc2ccccc2[nH]1)c1ccc(N2CCOCC2)cc1,-9.0,17.4,-8.3,-5.2,-2.7,4.1,-14.2,6.0,-2.8,-3.1

# Single values from the entries so far:
# PLCb3 inh with CC(NS(=O)(=O)c1ccc(OCC(=O)N2CCOCC2)cc1)c1ccccc1 (stereo not drawn) stands at -1.3
# ARFGAP1 inh with CCN(CC)C(CNC(=O)CSc1nnnn1-c1c(C)cccc1C)c1ccco1 (stereo not drawn) stands at 1.8

# Screening data (PubChem BioAssay)
